M1 ag: agonists of human M1 muscarinic receptor; CHO-K1 hM1, Fluo-8 calcium fluorescence, agonist mode; 0% DMSO, 100% acetylcholine EC100; activation, % at 3 µM; 360,000 compounds, 0.33% hits; AID 588814;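 active = activation above the run's mean compound activation plus 3 SD, cut at about 16% in these data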;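 also: peak over basal fluorescence ratio within a 140 s kinetic read after compound addition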
Target sequence (P11229 whole entry, looked up): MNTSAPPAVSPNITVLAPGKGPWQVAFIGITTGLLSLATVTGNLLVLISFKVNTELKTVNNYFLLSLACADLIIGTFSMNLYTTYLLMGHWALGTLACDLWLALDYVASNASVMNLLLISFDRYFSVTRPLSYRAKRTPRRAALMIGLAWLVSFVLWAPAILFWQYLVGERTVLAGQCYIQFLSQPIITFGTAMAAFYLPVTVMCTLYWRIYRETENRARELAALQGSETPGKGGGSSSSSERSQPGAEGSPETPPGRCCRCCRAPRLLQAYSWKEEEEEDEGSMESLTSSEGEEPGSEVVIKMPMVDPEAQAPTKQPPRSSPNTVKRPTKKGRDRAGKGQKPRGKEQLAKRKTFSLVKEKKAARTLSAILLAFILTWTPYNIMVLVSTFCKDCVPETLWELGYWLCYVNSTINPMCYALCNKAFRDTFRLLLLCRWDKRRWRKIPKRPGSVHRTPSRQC
CHRM1 PAM: potentiates human M1 receptor response to acetylcholine; P11229; CHO-K1 hM1, Fluo-8 calcium fluorescence, ACh EC20; 0% = ACh EC20, 100% = maximal ACh; activation, % at 3 µM; 360,000 compounds, 0.088% hits; AID 588819; in the data active = activation above about 19%, passing the limit was not always enough
M1 ag parental: counter-screen for M1 agonists: effect in parental CHO-K1 cells; activation, % at 3 µM; 360,000 compounds, 0.48% hits; Fluo-8 calcium fluorescence; scaled to maximal ATP response, vehicle zero; in the data active = activation above about 15%;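 also: untransfected CHO-K1 host cells lacking M1 receptor as counterscreen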
CHO-K1 Ca antag: nonselective inhibitor or artifact in parental CHO-K1 cells | ATP-induced calcium, Fluo-8 fluorescence | inhibition, % at 3 µM | 360,000 compounds, 0.6% hits;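 active = inhibition above a per-plate cutoff, the plate's mean sample inhibition plus 3 SD, cut at about 24% in these data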;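 also: 0% = DMSO plus EC80 ATP and 100% = DMSO alone without ATP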
TAAR1 antagonist: human TAAR1 antagonism | inhibition, % at 3 µM | Q96RJ0 | CHO RD-HGA16 TAAR1, Fluo-8 calcium fluorescence, antagonist | AID 624466 | 360,000 compounds, 1.5% hits;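 active = inhibition above a per-plate cutoff, the mean inhibition of test compounds on that plate plus 3 SD, cut at about 49% in these data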;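 also: 0% = DMSO plus EC80 beta-PEA response and 100% = DMSO alone without agonist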
Target sequence (Q96RJ0 whole entry, looked up): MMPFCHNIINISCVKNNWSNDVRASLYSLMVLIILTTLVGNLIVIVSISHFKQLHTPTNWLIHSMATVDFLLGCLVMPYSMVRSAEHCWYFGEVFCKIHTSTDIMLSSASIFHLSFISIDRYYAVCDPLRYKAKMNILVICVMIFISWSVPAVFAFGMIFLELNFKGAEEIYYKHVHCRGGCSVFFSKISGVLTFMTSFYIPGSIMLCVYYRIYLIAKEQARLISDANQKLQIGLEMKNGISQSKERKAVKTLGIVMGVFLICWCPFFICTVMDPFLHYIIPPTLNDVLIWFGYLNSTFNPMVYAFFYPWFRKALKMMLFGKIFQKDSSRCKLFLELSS
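Test system: RD-HGA16 CHO cells with stable hTAAR1 and Gα16 / Probe or stimulus: EC80 β-phenethylamine stimulus / Times: seeding 17-24 h prior, 75-min 37 °C, 30-min RT dye loading / Detection: Fluo-8 calcium-sensitive fluorescence / Read-out basis: % inhibition scaled between DMSO and EC80 PEA controls / Repeats: singlicate, one well per test compound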
TAAR1 agonist: human TAAR1 agonism. CHO RD-HGA16 TAAR1, Fluo-8 calcium fluorescence; vehicle wells 0%, saturating PEA agonist 100%. activation, % at 3 µM. 360,000 compounds, 0.99% hits. AID 624467;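 active = activation above the mean activation of all test compounds in the run plus 3 SD, cut at about 38% in these data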
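test system = CHO RD-HGA16 cells carrying human TAAR1 plus Gα16 | schedule = 17-24 h seeding, 75 min 37 °C dye, 30 min RT | compound dosing = 3 µM single concentration | control set = DMSO and PEA EC100 | replicates = n 1 | signal = Fluo-8 fluorescence, 5 s baseline then 140 s kinetic read | measure = percent activation vs PEA EC100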
CHO parental Ca: counter-screen: ATP calcium response change in parental CHO cells. parental CHO-K1, ATP-induced calcium, Fluo-8 fluorescence. inhibition, % at 5.6 µM. 330,000 compounds, 0.63% hits;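 active = inhibition above that plate's mean sample inhibition plus 3 SD, cut at about 26% in these data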;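 also: 0% = ATP-challenged DMSO wells and 100% = DMSO wells without ATP; some compounds past the cut are filed as inactive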
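material = parental CHO cells | also added = ATP as calcium-mobilizing challenge | dosing = single point at 5.6 µM | detection = intracellular calcium via Fluo-8 no-wash fluorescent dye | read-out = % inhibition | benchmarks = low control ATP plus DMSO, high control DMSO only | repeats = one well per compound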
M1 antag: blocks human M1 muscarinic receptor. 360,000 compounds, 1.3% hits. inhibition, % at 3 µM. CHO-K1 hM1, Fluo-8 calcium fluorescence, ACh EC80 antagonist. P11229;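 active = percent inhibition above its own plate's cutoff, namely the mean of that plate's compound wells plus 3 SD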;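 also: peak over basal fluorescence ratio during 140 s after agonist addition; 0% = ACh EC80 plus DMSO and 100% = DMSO alone without agonist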
M1 PAM parental: nonselective activator or artifact in parental CHO-K1 calcium assay; ATP EC20, Fluo-8 calcium fluorescence; 0% at ATP EC20, 100% at ATP max; activation, % at 3 µM; 360,000 compounds, 0.02% hits; AID 602247;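 active = activation above the run cutoff, the mean activation of all test compounds plus 3 SD, cut at about 40% in these data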;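 also: peak over basal fluorescence ratio in a 140 s read after ATP addition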
The depositor's hits bear a star; . = not tested or not shown. Outcome played no part in choosing rows (roughly 4.4% active in at least one column).

SMILES | M1 ag | CHRM1 PAM | M1 ag parental | CHO-K1 Ca antag | TAAR1 antagonist | TAAR1 agonist | CHO parental Ca | M1 antag | M1 PAM parental
Cc1cccc(NC(=O)CC2S/C(=N/c3nccs3)N(C)C2=O)c1 (stereo not given) | 0 | 5 | 2.0 | -4 | 30 | 13 | -1 | -26 | 0
Nc1nc(CSc2ncn(-c3ccccc3)n2)cs1 | -5 | 9 | 1.3 | -27 | . | . | 1 | -18 | 23
CCOC(=O)/C(C#N)=C1/CCCCCN1C | -5 | 6 | 0.8 | -5 | -1 | 12 | -5 | -11 | 16
Cc1nc(-c2ccc(S(=O)(=O)Nc3ccc(S(N)(=O)=O)cc3)cc2)co1 | 1 | 23 | 0.5 | -6 | 9 | -1 | 14 | -18 | -4
COc1ccccc1CNc1ccc(C(=O)O)cc1 | -3 | 5 | 0.2 | -5 | 12 | 19 | 9 | -6 | 9
O=C(O)CCNC(=O)OCC1c2ccccc2-c2ccccc21 | -4 | 12 | 1.0 | -13 | -7 | 7 | 0 | -14 | 5
Cc1cc(N)ccc1S(C)(=O)=O | -2 | 3 | 0.3 | 3 | -1 | 8 | -6 | -17 | -1
N#Cc1cnc2nc(SCc3ccccc3)nn2c1 | -2 | 0 | 0.5 | 4 | -3 | 4 | 4 | 10 | -2
CCOC(=O)Nc1ccc2c(c1)Sc1ccccc1N2C(=O)CCN1CCOCC1 | -9 | -18 | 0.8 | -10 | -3 | 9 | -17 | -19 | 21
C[C@H]1CC[C@]2(O[C@@H](CCO)C[C@H](O)[C@H]2O)O1 | -2 | 5 | 0.2 | 1 | 10 | 15 | -4 | -6 | -10
CCCCN(C)CCCNC(=O)Cn1c(=O)sc2ccccc21 | 0 | 7 | 0.5 | -7 | 6 | 4 | -10 | -9 | 16
Cc1ccc(NC(=S)c2ccc3ccccc3n2)c(C)c1 | -3 | 2 | 0.6 | -12 | -19 | 3 | -10 | -1 | 19
COc1cc(OC)cc(C(=O)NCc2ccc(-n3cccc3)cc2)c1 | -5 | -2 | 0.9 | -15 | -12 | 0 | 0 | 12 | 19
CC(=O)N1c2ccccc2[C@H](C)[C@H]1C | -4 | 3 | 0.5 | -9 | 1 | 12 | -5 | -4 | 3
COc1ccc(C)cc1NC(=O)CN1CCN(S(=O)(=O)c2ccc3ccccc3c2)CC1 | -2 | -8 | 0.0 | 1 | -6 | -1 | -16 | 22 | -11
O=C(O)c1cccc(NC(=S)NC(=O)c2ccc3ccccc3c2)c1 | 7 | 10 | 2.5 | -7 | 7 | 73* | 17 | -18 | 2
COCc1cc(CN2CCCC(C(=O)Nc3ccc(-c4ccco4)cc3)C2)ccc1OC (stereo not given) | -4 | 0 | 2.7 | 7 | -13 | 1 | -30 | 3 | 3
O=C(COc1ccc(S(=O)(=O)N2CCOCC2)cc1)Nc1ccccc1F | 1 | -1 | 1.1 | 4 | -19 | 3 | -10 | 1 | 4
Cc1ccc(S(=O)(=O)c2c(COC(=O)c3ccccc3Cl)c(-c3ccccc3)nn2C)cc1 | -1 | 5 | 0.4 | -7 | -5 | 9 | -16 | -3 | 11
Cc1ccc2cc(/C=C(\C#N)C(N)=O)c(N3CCCCC3)nc2c1 | -8 | 6 | 1.0 | -5 | -19 | 1 | -20 | -3 | 13
Nc1nc(-c2ccc(Cl)cc2)nnc1-c1ccc(Br)cc1 | -3 | 2 | -0.1 | -17 | -13 | -2 | -4 | -5 | 13
CCNC(=O)C1CCCN(C(=O)c2ccc(OC)cc2OC)CC1 (stereo not given) | -1 | 14 | 0.0 | -13 | 1 | 1 | . | -25 | 20
Cc1cccc(C(=O)N[C@H](C(=O)Nc2cccc(S(=O)(=O)N3CCCC3)c2)C(C)C)c1 | -8 | -13 | 0.8 | -10 | -32 | -1 | -23 | 26 | 16
CCOC(=O)N1CCC(NC(=O)CS(=O)(=O)Cc2nc(-c3ccc(OC)cc3)oc2C)CC1 | -2 | 3 | 0.9 | -6 | -7 | 0 | -7 | -3 | 14
COc1ccc(CCCc2nnc(SCC(=O)Nc3nccs3)n2C)cc1C | -2 | 8 | 0.4 | -1 | -2 | 2 | -22 | -5 | 5
Cn1ccnc1C1CCCCN1C(=O)c1cc(COc2ccc(F)cc2Cl)on1 (stereo not given) | -13 | -32 | 2.3 | -6 | 2 | 13 | -21 | 36* | 4
CCNc1c(NS(=O)(=O)c2ccc(F)c(Cl)c2)c(=O)oc2ccccc12 | -3 | -1 | 0.7 | -7 | -6 | 10 | -7 | 1 | 5
CCOc1ccccc1N1CCN(C(=O)c2cc(-c3cc(OC)ccc3OC)nc3ccccc23)CC1 | -1 | -10 | 5.4 | 6 | 73* | 4 | -22 | 33* | 7
CCSc1ccccc1C(=O)Nc1cc(OC)c(OC)c(OC)c1 | -7 | 0 | 0.5 | 6 | -6 | 6 | -16 | -4 | -2
O=C(CNC(=O)c1ccc(Cl)cc1)NC1CCCCC1 | -4 | 2 | 0.3 | -13 | -20 | 0 | -6 | -4 | 4
CNc1nc2cc([N+](=O)[O-])c([N+](=O)[O-])cc2nc1NC | 2 | -11 | 18* | 39* | 8 | 16 | 59* | 30* | -8
CCOC(=O)c1sc2ncn(C(CC)C(=O)OC)c(=O)c2c1C (stereo not given) | -3 | 4 | 2.6 | -19 | -16 | 13 | 7 | -7 | 5
COc1cc2nc(COc3ccc(C#N)cc3)n(CC#N)c(=O)c2cc1OC | -2 | 3 | 0.2 | -1 | -8 | 11 | -6 | -11 | 8
CN(CC(=O)Nc1ccccc1Cl)C(=O)c1cccc(S(=O)(=O)N2CCN(Cc3ccccc3)CC2)c1 | 0 | -7 | 12 | 8 | 18 | 7 | 12 | 26 | -7
C(#CC1CCCC1)c1ccc2c(c1)COc1c3ccccc3nn1-2 | -1 | 5 | 0.0 | -9 | 5 | 8 | -29 | -12 | 7
COc1ccccc1NC(=O)C(=O)NCCC1CCCCN1S(=O)(=O)c1ccccc1 (stereo not given) | -4 | 3 | 0.0 | 9 | -2 | 6 | -20 | 4 | -9
CCOC(=O)C1=C[C@@H](C(C)(C)C)N(S(=O)(=O)c2ccc(C)cc2)[C@H]1c1ccc(C)cc1 | -5 | -15 | 0.9 | 13 | -19 | 1 | . | 25 | 15
COc1cccc(C(=O)NCCS(=O)(=O)N2CCCC2)c1 | -3 | 8 | 0.9 | -3 | 10 | 1 | 25 | -8 | 8
Cc1ccc(NC(=S)N2CCN(Cc3ccc4c(c3)OCO4)CC2)c(C)c1 | -2 | 4 | 0.6 | -5 | 21 | 3 | -13 | -20 | 15
COc1cccc(N2CCN(c3nc(-c4ccccc4C)cc(=O)[nH]3)CC2)c1 | 0 | 11 | 0.1 | 4 | -6 | 0 | . | -10 | -6
NS(=O)(=O)c1ccc(CCNC(=O)c2ccc(=O)[nH]c2)cc1 | -3 | 0 | 0.7 | -4 | -19 | 5 | 1 | -2 | -1
CN(C1(C)CCS(=O)(=O)C1)S(=O)(=O)c1ccc(F)cc1 (stereo not given) | -2 | 11 | 0.2 | 13 | 10 | 1 | 4 | -15 | -11
OCCn1c(SCCOc2ccccc2)nc2ccccc21 | -4 | 2 | 1.2 | -7 | -11 | 2 | -7 | 2 | 5
CCC(CC)COC(=O)C1=C(C)NC(=O)NC1c1ccc2c(c1)OCO2 (stereo not given) | -7 | 5 | 0.1 | -10 | 4 | 1 | -2 | -9 | 15
CCOC(=O)N1CCC(NC(=O)C2CCCCN2S(=O)(=O)c2ccc(F)cc2)CC1 (stereo not given) | 0 | 7 | 0.8 | -14 | 22 | 1 | 2 | -6 | 22

Single records, from the list above.
`Cc1cccc(C(=O)N[C@H](C(=O)Nc2cccc(S(=O)(=O)N3CCCC3)c2)C(C)C)c1` in the list: M1 ag: -8; CHRM1 PAM: -13; M1 ag parental: 0.8; CHO-K1 Ca antag: -10; TAAR1 antagonist: -32; TAAR1 agonist: -1; CHO parental Ca: -23; M1 antag: 26; M1 PAM parental: 16
`COc1ccccc1CNc1ccc(C(=O)O)cc1` in the list: M1 ag: -3; CHRM1 PAM: 5; M1 ag parental: 0.2; CHO-K1 Ca antag: -5; TAAR1 antagonist: 12; TAAR1 agonist: 19; CHO parental Ca: 9; M1 antag: -6; M1 PAM parental: 9

Next part.
SMILES | M1 ag | CHRM1 PAM | M1 ag parental | CHO-K1 Ca antag | TAAR1 antagonist | TAAR1 agonist | CHO parental Ca | M1 antag | M1 PAM parental
CCc1nn(CCCC(=O)Nc2ccc(C)c(C)c2)c(=O)c2cc3occc3n12 | -3 | 0 | 2.1 | -7 | -14 | 0 | -39 | -5 | -11
CCOC(=O)C1=NNC(C(=O)c2ccccc2)C1c1ccc(Cl)cc1 (stereo not given) | -5 | -2 | 2.9 | 0 | -49 | 0 | -26 | -1 | -1
COc1ccc(S(=O)Cc2ccc(C(=O)N3CCN(c4cccc(C)c4C)CC3)o2)cc1 (stereo not given) | 2 | -11 | 14 | -5 | . | . | -30 | 0 | -14
Cc1ccc2nc(SCC(=O)c3c(N)n(C)c(=O)n(C)c3=O)[nH]c2c1 | -5 | 4 | 3.3 | -24 | 5 | 2 | -14 | -10 | 8
Nc1nc(-c2cccc(F)c2)cs1 | -9 | 4 | 0.1 | -9 | 9 | 11 | -14 | 1 | 9
O=S(=O)(NCCc1ccccc1)c1ccc(Br)cc1 | -3 | 5 | 0.3 | -9 | 17 | 9 | 4 | -10 | 14
CC(=O)N1CCC(C(=O)Nc2ccc3c(c2)CCC3)CC1 | 0 | 4 | 0.4 | 4 | -21 | 3 | -5 | 2 | -15
Cc1cc(C)nc(SCC(=O)NC2=NN=C(c3ccc(Br)cc3)CS2)n1 | -4 | 1 | 0.5 | -15 | 19 | 4 | -17 | -5 | 1
c1ccc2c3n(nc2c1)CCCCO3 | -2 | 11 | -0.2 | -3 | -7 | 8 | -9 | 2 | -5
O=C(c1cccc(NS(=O)(=O)c2cccc(F)c2)c1)N1CCCC1 | -2 | 6 | 0.4 | -6 | -26 | -1 | . | -4 | -6
Cc1ccc(C(C)C)c(OCCCN2CC(C)OC(C)C2)c1 (stereo not given) | -5 | -8 | -0.9 | 14 | 9 | 3 | -15 | 3 | -7
CCOC(=O)c1nn(-c2ccc(C)c(C)c2)c(=O)c(C#N)c1C | -3 | 1 | 0.7 | -10 | -24 | 2 | -18 | -2 | 3
CC(C)CC1(C)NC(=O)NC1=O (stereo not given) | -1 | 8 | 0.7 | -13 | 17 | 4 | -10 | -34 | 18
CCOC(=O)c1c(-c2cccc([N+](=O)[O-])c2)csc1NC(=O)C1CCCCC1 | -4 | -2 | 0.0 | -1 | 17 | -1 | -18 | 0 | 4

Screening data as filed in PubChem BioAssay.
